# USP10 inh = blocks human USP10 ubiquitin-rhodamine cleavage | purified USP10, Ub-rhodamine fluorescence, 60 min | inhibition, % at 20 µM | hit rate 1.1% among 47,000
# Target sequence (Q14694 whole entry, looked up): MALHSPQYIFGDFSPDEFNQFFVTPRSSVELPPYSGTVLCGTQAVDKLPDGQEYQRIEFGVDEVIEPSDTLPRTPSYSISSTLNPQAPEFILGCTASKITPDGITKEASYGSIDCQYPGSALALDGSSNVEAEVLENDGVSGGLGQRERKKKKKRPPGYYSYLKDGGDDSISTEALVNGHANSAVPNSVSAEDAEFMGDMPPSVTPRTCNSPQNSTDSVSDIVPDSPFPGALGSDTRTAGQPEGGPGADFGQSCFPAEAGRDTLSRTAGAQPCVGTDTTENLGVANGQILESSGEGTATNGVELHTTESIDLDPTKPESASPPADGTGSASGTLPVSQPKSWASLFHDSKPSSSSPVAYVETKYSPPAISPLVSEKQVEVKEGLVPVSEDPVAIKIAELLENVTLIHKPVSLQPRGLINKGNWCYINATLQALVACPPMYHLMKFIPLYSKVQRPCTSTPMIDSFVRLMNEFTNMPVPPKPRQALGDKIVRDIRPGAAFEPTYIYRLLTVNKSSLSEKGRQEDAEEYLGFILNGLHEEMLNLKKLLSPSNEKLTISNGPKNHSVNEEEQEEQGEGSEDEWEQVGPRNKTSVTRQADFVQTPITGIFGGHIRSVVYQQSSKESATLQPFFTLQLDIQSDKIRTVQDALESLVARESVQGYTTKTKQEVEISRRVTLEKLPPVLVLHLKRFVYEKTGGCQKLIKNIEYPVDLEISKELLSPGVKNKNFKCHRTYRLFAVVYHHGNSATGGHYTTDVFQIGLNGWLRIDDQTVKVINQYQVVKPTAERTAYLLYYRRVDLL
# UCHL1 inh = blocks human UCHL1 ubiquitin-rhodamine cleavage; P09936; purified UCHL1, Ub-rhodamine cleavage fluorescence; inhibition, % at 20 µM; hit rate 0.2% among 47,000; AID 1645859
# Target sequence (P09936 whole entry, looked up): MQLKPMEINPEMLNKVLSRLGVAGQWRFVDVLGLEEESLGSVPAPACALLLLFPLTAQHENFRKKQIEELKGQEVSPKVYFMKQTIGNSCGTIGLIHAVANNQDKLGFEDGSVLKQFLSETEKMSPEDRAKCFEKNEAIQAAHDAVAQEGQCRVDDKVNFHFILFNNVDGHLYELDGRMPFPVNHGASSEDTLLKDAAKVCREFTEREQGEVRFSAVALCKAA
# USP28 inh = blocks human USP28 ubiquitin-rhodamine cleavage; hit rate 3% among 47,000; Q96RU2; AID 1645857; inhibition, % at 25 µM; purified USP28, Ub-rhodamine cleavage fluorescence, 30 min
# OTUD3 block = blocks human OTUD3 ubiquitin-rhodamine cleavage; hit rate 0.7% among 47,000; inhibition, % at 25 µM; purified OTUD3, Ub-rhodamine fluorescence, 2 h
# USP30 block = inhibitors of human USP30 deubiquitinase; Q70CQ3; inhibition, % at 25 µM; hit rate 5.3% among 47,000; purified USP30, Ub-rhodamine cleavage fluorescence; AID 1645860
# USP8 block = inhibitors of human USP8 deubiquitinase; P40818; purified USP8, Ub-rhodamine cleavage fluorescence, 30 min; inhibition, % at 20 µM; hit rate 4.2% among 47,000; AID 1645853
# USP7 block = human USP7 deubiquitinase inhibition; purified USP7, Ub-rhodamine cleavage fluorescence; inhibition, % at 20 µM; hit rate 0.3% among 47,000; Q93009
# USP17 inh = inhibitors of human USP17 deubiquitinase; purified USP17, Ub-rhodamine cleavage fluorescence, 3 h; inhibition, % at 50 µM; hit rate 6.5% among 47,000; AID 1645855
# An asterisk follows results filed as active; i = inactive; nt = no result given. Cut-off read from the data, not from the text of the source: active = inhibition above about 30%; inactive = the rest.
no.	USP10 inh	UCHL1 inh	USP28 inh	OTUD3 block	USP30 block	USP8 block	USP7 block	USP17 inh	canonical_smiles
1	11	6	15	17	17	12	-44	7	Cc1ccc(NC(=O)CCC(=O)N(c2ccccc2)c2ccccc2)cc1Cl
2	2	-3	-6	-3	-2	-10	0	0	CNC(=O)[C@@H]1C[C@@H]2CN(CC(C)C)CCN2[C@@]12C(=O)Nc1ccccc12
3	1	2	9	6	19	3	5	7	Cc1cccc2cc(CN(c3ccccc3)S(=O)(=O)c3ccccc3)c(=O)[nH]c12
4	16	4	27	13	34*	29	13	8	CCOc1ccc(Nc2nc(O)c(CC(=O)Nc3cccc(C)c3)s2)cc1
5	-3	2	nt	-1	nt	-7	3	5	CNc1nc(C2CCCN2)nc2c1CCN(S(=O)(=O)C1CCCCC1)C2 (stereo not drawn)
6	-3	-4	1	-10	-11	-5	-7	-7	CCN(CC)c1ccc2nnc(CCC(=O)NCCC3=CCCCC3)n2n1
7	0	-2	-12	-16	-22	-8	3	-9	Cc1nc2ccc(C(=O)N3CCCC(c4ccn[nH]4)C3)cc2[nH]1 (stereo not drawn)
8	0	-3	-3	-4	-20	-4	0	-8	CNc1cnc(CC2CCCN(S(=O)(=O)c3cn[nH]c3)CC2)cn1 (stereo not drawn)
9	-6	-20	-56	-69	-321	-17	-18	-50	CN1CCc2c(sc3nc(SCC(=O)N4CCCCC4)nc(N)c23)C1
10	1	0	-1	3	15	11	1	1	O=C(NCCOc1ccc(-c2ccc(F)cc2)nn1)c1ccccc1C(F)(F)F
11	1	-1	11	13	27	-1	-2	-12	O=C(CCC(=O)N(CC(=O)NC1CCCC1)Cc1ccccc1)Nc1ccccn1
12	-2	-3	-16	-17	-44	-13	1	-12	COc1cc2nc(SCC(=O)c3ccc(F)cc3)n3nc(C)nc3c2cc1OC
13	3	2	15	14	16	17	3	16	COc1ccc(NCc2cc3ccc(OC)cc3n(CC(=O)Nc3ccccc3)c2=O)cc1
14	1	0	1	1	13	-2	0	4	COc1cc(NS(=O)(=O)c2ccc3c(c2)CCCC(=O)N3)cc(OC)c1
15	-4	3	-3	-7	1	6	4	0	COc1ccc(C(CNC(=O)c2oc3ccccc3c2C)N2CCOCC2)cc1 (stereo not drawn)
16	-6	-4	-19	-23	-94	-7	-7	-4	O=C(Nc1ccc(F)cc1F)c1cnn2c3c(cnc12)CCCCC3
17	-6	-3	-1	2	-10	6	0	-11	CC1CCCN(C(=O)C2CCN(c3cncnc3N3CCOCC3)CC2)C1 (stereo not drawn)
18	-8	-18	-8	-7	-10	-158	-23	nt	CN1CCc2c(sc(NC(=O)CSc3ccc(F)cc3)c2C(N)=O)C1
19	2	3	4	0	6	-120	2	-16	COc1ccc(-c2[nH]ncc2CN2CCN(c3ccccc3OC)CC2)cc1
20	-2	2	13	9	16	2	-9	20	COc1cccc(CNC(=O)CN2CC(C)Sc3ccccc32)c1 (stereo not drawn)
21	-3	-11	-16	-24	-142	-2	-11	-34	Cc1ccc(C2c3[nH]c4ccccc4c3C[C@H]3C(=O)N(c4cccc5ccccc45)C(=O)N23)cc1 (stereo partly drawn)
22	3	1	-7	-1	4	0	2	-1	O=C(NC1CC1)c1ccc(C2Nc3ccccc3S(=O)(=O)N2)cc1 (stereo not drawn)
23	-3	1	2	4	-8	3	1	18	CCc1nc2sc(C)nn2c1S(=O)(=O)N1CCN(c2ccccc2)CC1
24	-2	-1	2	-6	-32	0	-3	-42	CCN(CC)C(=O)CC[C@H]1CNC(=O)[C@@H]2[C@@H](CCN2C2CCOCC2)N1C
25	-1	-3	-19	-7	-42	-98	2	-15	O=C(Nc1nnc(-c2ccccc2)o1)C1CCN(C(=O)/C=C/c2ccccc2)CC1
26	3	0	7	7	13	-10	-11	8	O=C(CCC(=O)N1CCSc2ccccc21)NCc1ccc(F)cc1
27	7	8	2	-11	-6	-1	4	1	CCOC(=O)C1(Cc2cc(-c3ccccc3C)no2)CCN(Cc2ccc(O)cc2)CC1
28	0	-1	nt	-8	nt	0	4	-11	Cc1ccc(NCCn2c(C)cn3c4c(=O)[nH]c(=O)n(C)c4nc23)cc1
29	-4	1	-2	-4	-17	2	3	-2	Cc1ncncc1C(=O)N1CC[C@H]2NC(=O)c3ccccc3OCC/C=C/C[C@H]2C1
30	-5	2	-1	4	-14	1	-3	1	c1ccc(CC(CCNc2ncnc3c2oc2ccccc23)c2ccco2)cc1 (stereo not drawn)

# 3 entries from above, ordered by formula weight, rising:
no.	USP10 inh	UCHL1 inh	USP28 inh	OTUD3 block	USP30 block	USP8 block	USP7 block	USP17 inh	canonical_smiles
15	-4	3	-3	-7	1	6	4	0	COc1ccc(C(CNC(=O)c2oc3ccccc3c2C)N2CCOCC2)cc1 (stereo not drawn)
3	1	2	9	6	19	3	5	7	Cc1cccc2cc(CN(c3ccccc3)S(=O)(=O)c3ccccc3)c(=O)[nH]c12
12	-2	-3	-16	-17	-44	-13	1	-12	COc1cc2nc(SCC(=O)c3ccc(F)cc3)n3nc(C)nc3c2cc1OC

# Returning to the listing, starting two compounds before the break.
no.	USP10 inh	UCHL1 inh	USP28 inh	OTUD3 block	USP30 block	USP8 block	USP7 block	USP17 inh	canonical_smiles
29	-4	1	-2	-4	-17	2	3	-2	Cc1ncncc1C(=O)N1CC[C@H]2NC(=O)c3ccccc3OCC/C=C/C[C@H]2C1
30	-5	2	-1	4	-14	1	-3	1	c1ccc(CC(CCNc2ncnc3c2oc2ccccc23)c2ccco2)cc1 (stereo not drawn)
31	0	0	5	7	5	-6	2	56*	Clc1cccc(N2CCN(c3ncnc4nc[nH]c34)CC2)c1
32	4	-2	-3	-9	-2	-42	0	-7	NC(=O)C[C@H](NC(=O)[C@H](Cc1ccccc1)NC(=O)[C@H](Cc1ccccc1)n1c(=O)[nH]c2ccccc2c1=O)C(=O)O
33	-1	0	-16	-19	-39	0	-7	-3	COc1ccc(OC)c(-c2nn(-c3ccccc3)cc2C(=O)N2CCN(CCN3CCCC3)CC2)c1
34	-2	-8	-53	-65	-390	19	8	-33	CC1(C(=O)NCc2ccccc2)Cn2nc(-c3ccco3)cc2C(=O)N1c1ccc2c(c1)OCCO2 (stereo not drawn)
35	-3	-121	-226	-204	i	-225	-116	-166	Cc1cnc2nc3c(cc2c1)CN(CCc1ccc(Cl)cc1)CC3
36	2	0	-1	0	-1	4	-1	4	COc1ccc(OC)c(CCNC(=O)c2cccc(N3C(=O)CCS3(=O)=O)c2)c1
37	-4	-3	nt	8	nt	-11	1	-3	COc1ccccc1CNc1nc2cc(C)ccc2cc1-c1noc(C)n1
38	3	6	14	19	25	4	8	14	CC1(C)CCc2c(cc(OCC(=O)NCC(=O)O)c3c4c(c(=O)oc23)CCC4)O1
39	1	0	-5	-4	-9	-2	-9	-3	Cc1ccc(CN2CCSc3ccc(C(=O)O)cc32)cc1
40	4	1	15	15	23	0	4	12	CCOC(=O)C(C)N1c2cccc3cccc(c23)S1(=O)=O (stereo not drawn)
41	1	-1	-10	-2	-9	4	-5	-8	CC(=O)c1ccc(NC(=O)CN2CCc3ccccc3C2)cc1
42	5	1	3	4	12	1	4	0	Cc1cc(C(=O)N2CC[C@@H]3CNS(=O)(=O)[C@@H]3CC2)no1
43	-3	0	31*	12	25	-46	9	-8	C1CNCC(CCc2nc(N3CCCC3)nc3c2CNCC3)C1 (stereo not drawn)
44	0	2	12	-11	-7	11	-27	0	CC(=O)N1CCC2(CC1)N=C(c1ccccc1O)CC(c1ccc(Cl)cc1)N2 (stereo not drawn)
45	-5	-2	-14	-10	-21	-14	-4	-11	O=C(NCC1CCCO1)c1cc(-c2ccccc2)nc2c1cnn2Cc1ccncc1 (stereo not drawn)
46	0	5	8	7	1	-59	3	39*	Cc1cc2cc(CNC(=O)c3ccccc3[N+](=O)[O-])ccc2[nH]1
47	2	1	8	11	18	-10	5	8	Cc1ccc(C(=O)N[C@@H]2CC[C@H]3Oc4ccccc4N[C@H]3[C@@H]2O)nc1
48	2	-1	-2	-6	6	-24	0	-2	CN(C)S(=O)(=O)N1C[C@H](OCc2ccccn2)[C@H]2OCCC[C@H]21
49	0	5	19	21	40*	17	-3	29	CC(C)OCCCn1c(=O)c2ccccc2n2c(CCC(=O)NCc3ccc4c(c3)OCO4)nnc12
50	41*	8	19	13	35*	35*	12	5	CS(=O)(=O)c1cccc(-c2nnc(NC(=O)c3ccc(Cc4ccccc4)cc3)o2)c1
51	0	6	nt	6	nt	1	2	8	COCCN(CCOC)S(=O)(=O)c1ccc(C(=O)Nc2sccc2C(N)=O)cc1
52	5	1	0	-1	0	-1	-2	-30	O=C(Nc1nc2c(s1)CCCCC2)c1cn2cccnc2n1
53	2	3	19	17	29	2	4	49*	CC1(C)CC(=O)C2=C(C1)Nc1ccccc1N(C(=O)Cc1ccccc1)C2c1ccc(Cl)cc1 (stereo not drawn)
54	2	-2	0	1	0	-7	-1	5	COc1cc(CNc2nn[nH]n2)ccc1OCc1ccc(C)cc1
55	1	0	-3	0	-5	0	1	1	Cc1ccc(NC(=O)c2ccccc2)c(=O)n1CC(=O)N1CCCC1
56	17	8	44*	48*	74*	42*	-12	51*	COc1ccc(OC)c(NC(=O)c2sc(-c3ccccc3)nc2C)c1
57	-3	-4	-8	-13	-38	-16	-1	-21	CC(=O)N1CCSc2ccc(S(=O)(=O)N(C)c3cccc(C)c3)cc21
58	3	0	0	-5	8	-2	3	7	CC(=O)c1ccc(N2CCN(S(=O)(=O)c3ccc(-c4cc(C(F)(F)F)on4)s3)CC2)cc1
59	0	1	6	17	7	28	2	11	NC(=O)c1cnn2c(C3CCCCN3Cc3cncs3)ccnc12 (stereo not drawn)
60	-9	0	-46	-40	-78	-3	-13	-11	O=C(Cn1cc(-c2ccccc2)c2ncn(C3CC3)c(=O)c21)Nc1ccccc1
61	1	2	5	-2	9	0	3	2	Cc1ncnc2nc[nH]c12
62	-6	2	28	-7	-44	-16	-1	-31	CNS(=O)(=O)c1cccc(C(=O)NCc2ccc(-c3ccc(F)cc3)o2)c1
63	1	1	0	3	12	-3	5	3	CC(C)C(=O)N1CCC(Nc2ncnc3ccccc23)CC1
64	-1	4	0	-3	6	12	-6	-6	O=C(c1cccnc1)N1CCCC(c2cncc(-c3cccc(C(F)(F)F)c3)n2)C1 (stereo not drawn)
65	0	3	nt	-2	nt	-2	3	-24	CC(=O)Nc1nc2ccccc2n1CCN(C)C
66	-4	-2	2	-15	-12	-3	-8	15	O=C(Nc1ccc2c(c1)OCO2)C1CC(=O)N(c2ccc3c(c2)OCCO3)C1 (stereo not drawn)
67	0	0	-5	-12	-7	-10	-6	nt	COc1ccc(C(=O)NCCn2ncc3c(N4CCCCCC4)ncnc32)cc1OC
68	0	2	4	10	18	22	5	15	O=C(C1CCCN(S(=O)(=O)N2CCCC2)C1)N1CCN(c2ncccn2)CC1 (stereo not drawn)
69	-1	-1	-4	-3	4	-203	2	2	COc1ccccc1NC(=O)N1CCC2(CC1)N=C(c1ccccc1)C(=O)N2
70	-5	8	0	-2	-51	1	8	-9	Cc1ccc(NC(=O)c2c(C)sc3c(=O)n(C(C)C)cnc23)c(C)c1
71	-4	-1	5	7	1	6	-21	1	Cc1ccccc1NC(=O)Cn1c(C)ncc(C(=O)NC2CCCC2)c1=O
72	-3	-1	-11	-11	-29	-65	0	-25	O=C(N1CC[C@H](c2ccccc2)[C@H]2NCCCC[C@H]21)C1(c2ccccc2)CC1
73	1	1	-10	-10	-21	-15	-5	-1	O=C(CCc1ccc(S(=O)(=O)N2CCOCC2)cc1)Oc1ccccc1
74	-3	1	2	7	10	17	5	4	O=C(NCC(c1ccco1)N1CCCCC1)c1ccccc1Br (stereo not drawn)
75	-6	0	-3	-16	-21	-5	-2	-5	Cc1ccc2[nH]c(=O)c(CN(CC3CCCO3)S(=O)(=O)c3ccccc3Cl)cc2c1 (stereo not drawn)
76	8	4	36*	-11	1	6	-23	-1	Cc1cccc(S(=O)(=O)Nc2ccc(CCc3nc4ccc(C)cc4[nH]3)cc2)c1
77	0	-2	-3	-3	0	-6	0	0	CC(=O)Nc1ccc(C(=O)N2CCC(Cn3cccn3)CC2)cc1
78	-3	-2	5	0	-5	-23	-4	-8	Cc1cc(C)c2nc(C)cc(C(=O)NCc3ccccn3)c2c1
79	1	-2	9	-1	24	-1	3	45*	COc1ccc2[nH]c3c(=O)n(Cc4cccnc4)cnc3c2c1
80	66*	16	nt	0	nt	92*	59*	19	CCOc1ccc2c(c1)c(=O)c(C(=O)c1ccc(C)cc1)cn2CC(=O)Nc1ccc(C)c(C)c1

# Entries of single compounds as entered above. Screens in order: USP10 inh, UCHL1 inh, USP28 inh, OTUD3 block, USP30 block, USP8 block, USP7 block, USP17 inh
# `Cc1ccc(C(=O)N[C@@H]2CC[C@H]3Oc4ccccc4N[C@H]3[C@@H]2O)nc1` is entered as 2, 1, 8, 11, 18, -10, 5, 8
# `Cc1cc(C)c2nc(C)cc(C(=O)NCc3ccccn3)c2c1` is entered as -3, -2, 5, 0, -5, -23, -4, -8

# Assay outcomes deposited in PubChem BioAssay by Dana-Farber Cancer Institute and Novartis Institutes for BioMedical Research (Cambridge, Mass).
